# TRPC6 inhibitor: mouse TRPC6 channel inhibition. HEK293-TRPC6, membrane potential dye, ACh-evoked depolarization; active compounds read low. hit rate 1.1% among 310,000. B-score at 10 µM. Q61143. AID 2553;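 active = B-score under library mean minus 3 SD, initial fluorescence not abnormally high, positive integrated signal ratio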;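 note: B-score derived from integrated fluorescence ratio over the kinetic read; more negative B-score means stronger inhibition of depolarization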
# Target sequence (Q61143 whole entry, looked up): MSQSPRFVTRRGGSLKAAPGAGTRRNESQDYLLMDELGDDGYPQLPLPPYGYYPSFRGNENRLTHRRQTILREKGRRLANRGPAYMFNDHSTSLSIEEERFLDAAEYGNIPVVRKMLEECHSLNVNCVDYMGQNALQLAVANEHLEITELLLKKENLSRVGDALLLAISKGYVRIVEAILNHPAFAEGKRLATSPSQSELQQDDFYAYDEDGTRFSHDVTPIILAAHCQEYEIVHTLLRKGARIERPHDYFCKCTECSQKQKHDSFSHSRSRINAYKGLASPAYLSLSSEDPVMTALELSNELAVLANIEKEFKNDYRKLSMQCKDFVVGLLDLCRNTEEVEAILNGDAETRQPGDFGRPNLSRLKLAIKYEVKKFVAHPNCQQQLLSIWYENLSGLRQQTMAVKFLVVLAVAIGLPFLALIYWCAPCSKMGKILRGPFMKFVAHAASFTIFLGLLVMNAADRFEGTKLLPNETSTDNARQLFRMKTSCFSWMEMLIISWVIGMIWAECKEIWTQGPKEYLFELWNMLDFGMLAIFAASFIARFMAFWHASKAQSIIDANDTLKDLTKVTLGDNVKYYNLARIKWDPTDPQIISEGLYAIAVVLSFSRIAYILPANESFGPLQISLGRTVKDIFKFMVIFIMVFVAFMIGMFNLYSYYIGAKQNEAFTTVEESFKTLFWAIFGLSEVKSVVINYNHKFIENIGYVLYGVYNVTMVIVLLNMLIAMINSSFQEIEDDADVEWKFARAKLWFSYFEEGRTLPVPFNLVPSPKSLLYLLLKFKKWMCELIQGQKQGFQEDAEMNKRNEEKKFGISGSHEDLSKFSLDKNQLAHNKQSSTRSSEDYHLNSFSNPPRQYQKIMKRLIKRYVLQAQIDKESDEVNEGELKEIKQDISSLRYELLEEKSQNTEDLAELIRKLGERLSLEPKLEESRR
# TRPC4 act: TRPC4 (mouse) channel activation | Q9QUQ5 | HEK293 TRPC4beta/mu-opioid, Fluo4 calcium fluorescence; active compounds read high | B-score at 10 µM | hit rate 0.49% among 310,000 | AID 2237;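 active = B-score above 5 SD of library B-scores, and initial fluorescence ratio not above library mean plus 5 SD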;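 note: positive B-score marks a calcium rise read as TRPC4 activation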
#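 System – HEK293 cells stably co-expressing mouse TRPC4beta and mu-opioid receptor · Signal – Fluo4 calcium-sensitive dye fluorescence, kinetic, 1 Hz baseline · Benchmarks – buffer (low) and maximal DAMGO (high) · Read-out – B score of integrated fluorescence ratio per well · Incubation – dye loading 45 min room temperature, 110 s kinetic read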
# MrgX1 agonist: activates human MrgX1 receptor signaling. Q96LB2. MrgX1-HEK293 cells, Fluo-4 calcium fluorescence, agonist mode; active compounds read high. B-score at 10 µM. hit rate 0.44% among 310,000;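 active = calcium response B-score plate-corrected fluorescence ratio at least 3 library SD, with starting fluorescence B-score inside 5 SD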
#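 Material: HEK293 cells stably expressing human MrgX1 receptor | Quantity: 15,000 cells per well | Times: Cells plated overnight, dye loaded 0.5 h 37 °C, 0.5 h room temperature | Measured by: Kinetic Fluo-4 NW fluorescence of intracellular calcium | Control set: Positive and negative controls per plate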
# AI-2 QS modul: modulates the Vibrio harveyi AI-2 quorum sensing system | activity change, % at 7.5 µM | Vibrio harveyi JMH597 AI-2 luminescence/OD600 ratio, 9 h; active compounds read low; strain lacks LuxN and CqsS sensors; 0 = neutral-control median | hit rate 0.4% among 300,000 | AID 2094; in the data active = activity change below about -75%, passing the limit was not always enough;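 note: luminescence divided by OD600 gain over 9 h not by final OD600 alone; inactives centre near 13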
# MrgX1 antag: blocks BAM8-22 activation of human MrgX1 receptor; Q96LB2; MRGX1-HEK293 calcium flux, Fluo-4, BAM8-22 antagonism; active compounds read low; B-score at 10 µM; hit rate 1.3% among 310,000;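 active = calcium-response B-score plate-corrected more than 3 library SD below zero, starting fluorescence within 5 deviations, no agonist response on first addition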;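 note: peak minus trough fluorescence over baseline after final BAM8-22 challenge near maximal dose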
# TRPC4 block: TRPC4 (mouse) channel inhibition | Q9QUQ5 | HEK293 TRPC4beta/mu-opioid, DAMGO-evoked Fluo4 calcium flux; active compounds read low | B-score at 10 µM | hit rate 0.39% among 300,000 | AID 2247;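 active = B-score over 3 SD under the library average, no early fluorescence shift, positive overall ratio signal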
#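 System: stable TRPC4beta/mu-opioid receptor HEK293 cells; Dosing: single-point compound dosing; Measured by: Fluo4 Ca2+ flux fluorescence; Read-out basis: per-well B score of integrated baseline-normalized Fluo4 ratio.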
# HIF act: HIF pathway transcriptional activation | hit rate 0.32% among 300,000 | AID 1910 | activation, % at 7.5 µM (by protocol) | U2OS HRE-luciferase reporter, luminescence; normalized: DMSO 0%, desferrioxamine 100%;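 active = mean activation of at least 10% of the iron chelator positive control signal, with at least half of replicates also reaching 10%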
# MrgX1 allo act: allosterically activates human MrgX1 receptor signaling; hit rate 0.63% among 310,000; MrgX1-HEK293, Fluo-4 calcium flux, FDSS; active compounds read high; Q96LB2; B-score at 10 µM;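 active = plate-corrected calcium response at least 3 library SD above typical, normal starting fluorescence, not activating the receptor alone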;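 note: compound read alongside a low EC10 to EC30 dose of BAM8-22 agonist; peak minus trough fluorescence over baseline measured at the second addition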
# TRPC6 act: activators of mouse TRPC6 channel | Q61143 | HEK293-TRPC6 membrane potential dye fluorescence; active compounds read high | B-score at 10 µM | hit rate 0.13% among 310,000 | AID 2550;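 active = B-score of the integrated fluorescence ratio above library mean plus 3 SD, and starting fluorescence ratio within library mean plus 5 SD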;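 note: higher score means more depolarization so channel activation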
# TRPC4 potent: allosteric potentiators of mouse TRPC4 channel. B-score at 10 µM. Q9QUQ5. HEK293 TRPC4beta/mu-opioid, DAMGO EC20, Fluo-4 Ca2+ flux; active compounds read high. hit rate 0.42% among 310,000;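 active = B-score of calcium response area above 5 SD of library B-scores, with initial fluorescence ratio within 5 SD of library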;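 note: B-score of integrated fluorescence ratio over time as area under calcium response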
# PolyA inh: yeast polyadenylation inhibition; S. cerevisiae SKY197-pL101 polyadenylation reporter, beta-gal luminescence; efflux-impaired pdr1/pdr3 knockout yeast; score 100 = 6 SD above DMSO; calls only at 12 µM; hit rate 0.02% among 300,000; AID 1875;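 active = lowest replicate activity score at least 50, where 100 means six control SD above control mean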;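 note: yeast exposed to compound for 9 h at 30 °C; higher score means more reporter readthrough which indicates perturbed polyadenylation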
# * marks the source's active call; other numbers are inactive results; i = inactive; / = not tested or not shown. Some of the compounds tested. The share of hits here may be higher or lower than overall.
# Values in the order: TRPC6 inhibitor	TRPC4 act	MrgX1 agonist	AI-2 QS modul	MrgX1 antag	TRPC4 block	HIF act	MrgX1 allo act	TRPC6 act	TRPC4 potent	PolyA inh
- O=C(Nc1cccc(C(F)(F)F)c1)C(Sc1cccc[n+]1[O-])c1ccccc1 (stereo unspecified)
→ i	i	i	33	i	i	0.0	i	i	i	i
- O=C(CN1CCCC1)Nc1ccccc1C(=O)c1ccccc1
→ i	i	i	-3	i	i	0.2	i	i	i	i
- CC(=O)Oc1ccc2c(=O)c(-c3ccccc3)coc2c1
→ i	i	i	19	i	i	3.3	i	i	i	i
- COc1cc(OC)cc(C(=O)Nc2cccc3c2CCCC3)c1
→ i	i	i	9	i	i	-25	i	i	i	i
- Cc1cc(C)n(C(=O)CCC(=O)NCc2ccccc2)n1
→ i	i	i	6	i	i	-0.5	i	i	i	i
- Cc1nc(NC(=O)CN2CCCCC2)sc1C(=O)N(C)C
→ i	i	i	6	i	i	-2.0	i	i	i	i
- CCN(C(=O)COC(=O)c1ccccc1Nc1cccc(C)c1C)C1CCS(=O)(=O)C1 (stereo unspecified)
→ i	i	i	5	i	i	1.2	i	i	i	i
- CC1CC(C)CN(C(=O)c2nn(C)c3c2CSc2ccccc2-3)C1 (stereo unspecified)
→ i	i	i	10	i	i	-0.5	i	i	i	i
- c1ccc2[nH]c(NC3=NCCC3)nc2c1
→ i	i	i	4	i	i	1.2	i	i	i	i
- COc1ccc(NC(=O)CCNS(=O)(=O)c2ccc3c(c2)CC(C)N3C(C)=O)cc1 (stereo unspecified)
→ i	i	i	24	i	i	0.2	i	i	i	i
- O=C(Oc1ccccc1N1C(=O)C2CCCCC2C1=O)c1ccccc1F (stereo unspecified)
→ i	i	i	10	i	i	0.5	i	i	i	i
- Cc1ccc2nc(C)c(C(=O)N/N=C/c3ccco3)cc2c1
→ i	i	i	24	i	i	-0.1	i	i	i	i
- CN(C)c1ccc(/C=C/C(=O)c2ccccc2O)cc1
→ i	i	i	11	i	i	1.9	i	i	i	i
- O=[N+]([O-])c1cccc(C(=Nc2ccccc2)NO)c1
→ i	i	i	-33	i	i	0.4	i	i	i	i
- O=C(NCCCc1ccccc1)C(=O)NCC1OCCN1S(=O)(=O)c1cc(F)ccc1F (stereo unspecified)
→ i	i	i	2	i	i	-1.0	i	i	i	i
- CCN(CC)CCCNC(=O)c1csc(Nc2cccc3ccccc23)n1
→ i	i	i	-3	i	i	-7.4	i	i	i	i
- Cc1ccc(N2C(=O)CC(N3CCN/C3=C3\CC/C(=C\c4ccccc4)C3=O)C2=O)cc1 (stereo unspecified)
→ i	i	i	23	i	i	-1.0	i	i	i	i
- Cc1ccccc1NC(=O)Cn1nc(-c2ccc(Cl)s2)ccc1=O
→ i	i	i	23	i	i	0.1	i	i	i	i
- N#C/C(=C(/O)COC(=O)COc1cccc(Br)c1)c1nc2ccccc2[nH]1
→ i	i	i	13	i	i	-0.1	i	i	i	i
- COc1cc(/C=N/NC(=O)c2nnn(-c3nonc3N)c2-c2cccs2)ccc1O
→ i	i	i	5	i	i	-0.7	i	i	i	i
- CCOC(=O)CC(=O)CSc1nnc(Cn2c(=O)sc3ccccc32)n1C
→ i	i	i	14	i	i	0.1	i	i	i	i
- CC1CCN(CCCNC(=O)c2cn(C)c3ccc(S(=O)(=O)N4CCCC4)cc3c2=O)CC1
→ i	i	i	-3	i	i	-0.7	i	i	i	i
- CCCn1cc(CN2CCCC(C(=O)c3ccc4c(c3)OCO4)C2)c(C)n1 (stereo unspecified)
→ i	i	i	6	i	i	-0.6	i	i	i	i
- CCn1c(OC)nc2c1c(=O)n(C)c(=O)n2C
→ i	i	i	6	i	i	-0.5	i	i	i	i
- CCCn1nc(Oc2nc(NCC)nc(NC(C)C)n2)ccc1=O
→ i	i	i	3	i	i	1.0	i	i	i	i
- Cc1cc2c(cc1S(=O)(=O)CCC(=O)NC1CCC(C)CC1)OCC(=O)N2 (stereo unspecified)
→ i	i	i	0	i	i	0.0	i	i	i	i
- Cc1ccc(NC(=O)CSc2nnc(CNC(=O)c3ccco3)n2C)c(C)c1
→ i	i	i	6	i	i	0.3	i	i	i	i
- CCCc1nn(C)c(C(=O)Nc2ccc(Cl)cc2)c1Cl
→ i	i	i	4	i	i	1.2	i	i	i	i
- COc1ccc(NC(=O)c2cccnc2SC)cc1OC
→ i	i	i	32	i	i	0.8	i	i	i	i
- CC12CCC(=O)N1C(C(=O)NCc1ccccc1F)CS2 (stereo unspecified)
→ i	i	i	3	i	i	-0.3	i	i	i	i
- C/C(=N\NC(=O)C(c1ccncc1)N1CCOCC1)c1ccc(Br)cc1 (stereo unspecified)
→ i	i	i	13	i	i	-0.4	i	i	i	i
- O=C(CCc1ccccc1)Nc1ccc2c(c1)C(=O)OC2
→ i	i	i	21	i	i	-0.1	i	i	i	i
- Nc1ncn([C@H]2C[C@H](O)[C@@H](CO)O2)c(=O)n1
→ i	i	i	-15	i	i	0.9	i	i	i	i
- C#CCOC(=O)CCCC(=O)NCCCCCCCC
→ i	i	i	-9	i	i	-0.4	i	i	i	i
- COC(=O)Cn1c(=O)n(CCc2ccccc2)c(=O)c2c3c(sc21)CCCC3
→ i	i	i	11	i	i	-0.6	i	i	i	i
- Cc1nc(N)[nH]c(=O)c1CCC(=O)OCC(C)C
→ i	i	i	11	i	i	0.1	i	i	i	i
- CCc1nnc(NC(=O)CCC(=O)N2CCC(Cc3ccccc3)CC2)s1
→ i	i	i	14	i	i	0.3	i	i	i	i
- O=C(c1cccs1)N1CCOCC1
→ i	i	i	19	i	i	0.0	i	i	i	i
- O=C(NCc1cccc(Cl)c1)c1cnccn1
→ i	i	i	6	i	i	-0.4	i	i	i	i
- COc1ccc(C2C=C(c3ccc(Br)cc3)Nc3nc(N4C(=O)CCC4=O)nn32)cc1 (stereo unspecified)
→ i	i	i	13	i	i	0.4	i	i	i	i
- C=CCn1c(O)c(CN2CCCCC2)c(C)c(C#N)c1=O
→ i	i	i	11	i	i	0.0	i	i	i	i
- O=C(COC(=O)C1CCN(c2ccc(C(F)(F)F)cn2)CC1)NC1CCCCC1
→ i	i	i	17	i	i	0.3	i	i	i	/
- COCCn1nnnc1C(c1ccc(C)cc1)N1CCN(Cc2ccc3c(c2)OCO3)CC1 (stereo unspecified)
→ i	i	/	10	/	i	-0.1	/	i	i	i
- O=C(NC1CCCCC1)C1CC(=O)N(CCc2ccc(F)cc2)C1 (stereo unspecified)
→ i	i	i	17	i	i	-0.1	i	i	i	i
- COc1ccccc1CN1CC(C(=O)NCCN(C)CCc2ccccc2)CCC1=O (stereo unspecified)
→ i	i	i	19	i	i	-0.1	i	i	i	i
- Cc1nnc(SCc2cccc3ccccc23)n(N)c1=O
→ i	i	i	25	i	i	0.3	i	i	i	i
- O=C(c1ccc2c3n(nc2c1)-c1ccccc1CO3)N1CCCCC1
→ i	i	i	-84*	i	i	-1.8	i	i	i	i
- COc1cc(/C=N/S(=O)(=O)CCc2ccccc2)ccc1O
→ i	i	i	8	i	i	0.6	i	i	i	i
- CN(C)c1ccc(C(CNS(=O)(=O)c2ccc([N+](=O)[O-])cc2)N2CCOCC2)cc1 (stereo unspecified)
→ i	i	i	11	i	i	-1.6	i	i	i	i
- O=C(NCCCN1CCOCC1)c1cc2c(=O)[nH]c3ccccc3c2s1
→ i	i	i	2	i	i	-0.2	i	i	i	i
- CSc1cccc(NC(=O)CN2C(=O)c3ccccc3S2(=O)=O)c1
→ i	i	i	-86*	i	i	/	i	i	i	i
- C=CCn1c(SCC(=O)Nc2sc(C)c(C)c2C(=O)OCC)nnc1-c1sc(N)nc1C
→ i	i	i	19	i	i	0.0	i	i	i	i
- CCOc1ccc(CCNC(=O)COC(=O)C2CC2)cc1OCC
→ i	i	i	14	i	i	-0.7	i	i	i	i
- Cc1ccc(NC(=O)COC(=O)c2ccc3c(c2)OCCO3)cc1S(=O)(=O)N1CCOCC1
→ i	i	i	-6	i	i	0.0	i	i	i	i
- CC(C)C(=O)NC(C)C(c1cccs1)N1CCN(c2ccccc2)CC1 (stereo unspecified)
→ i	53*	i	31	i	i	0.0	i	i	i	i
- CC(C)CCN1C(=O)c2ccc(C(=O)Nc3cc(C(=O)O)cc(C(=O)O)c3)cc2C1=O
→ i	i	i	-2	i	i	-0.9	i	i	i	i
- O=C(CSc1nc(O)c(-c2ccccc2)c(=O)[nH]1)N1CCOCC1
→ i	i	i	22	i	i	-0.2	i	i	i	i
- CCCNC(=O)c1ccc(N2CCC3(CC2)CC(c2cccc(Br)c2)=NO3)c(NC(=O)c2cccc(OC)c2)c1
→ i	i	i	20	i	i	-0.6	i	i	i	i
- CCN(CC)CCn1c2c(c(SCC(=O)Nc3cc(C)ccc3C)nc1=O)CCC2
→ i	i	i	3	i	i	-0.1	i	i	i	i
- CCOC(=O)C1(CCOC)CCN(Cc2ccc(C3CCCCO3)s2)CC1 (stereo unspecified)
→ i	i	i	6	i	i	-0.5	i	i	i	i
- Cc1ccc(-n2nnc(-c3ccnc4ccccc34)n2)cc1
→ i	i	i	15	i	i	4.0	i	i	i	i
- O=C(Nc1ccc(Br)cc1)c1ccc(F)c(S(=O)(=O)NCc2cccs2)c1
→ i	i	i	14	-5.3*	i	-1.4	i	i	i	i
- Cc1ccc(C(=O)NCC(=O)Nc2ccc(F)c(F)c2F)cc1
→ i	i	i	16	i	i	1.9	i	i	i	i

# Grouped by structure, those above containing a furan ring, fused or not.
# Values in the order: TRPC6 inhibitor	TRPC4 act	MrgX1 agonist	AI-2 QS modul	MrgX1 antag	TRPC4 block	HIF act	MrgX1 allo act	TRPC6 act	TRPC4 potent	PolyA inh
- Cc1ccc2nc(C)c(C(=O)N/N=C/c3ccco3)cc2c1
→ i	i	i	24	i	i	-0.1	i	i	i	i
- Cc1ccc(NC(=O)CSc2nnc(CNC(=O)c3ccco3)n2C)c(C)c1
→ i	i	i	6	i	i	0.3	i	i	i	i
